From PubChem BioAssay
BRCA1 expr up = increases BRCA1 expression; MCF7-BRCA1-FFLuc reporter, luminescence, 48 h; response scale: scaled: vehicle 0%, 10 µM genistein 100%; Potency, µM (doses to about 46.1 µM), for inactives: at the highest dose activation, hits mostly activators; 380,000 tested, 1.1% active; AID 624202; further: potency means the concentration at half of the fitted maximal effect; nearly all actives have a fitted effect of over 80% in size; some results filed as inactive show a strong effect at the top dose
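MCF7-BRCA1-FFLuc cells, 2000/well in phenol-red-free MEM, attached 2 h then treated 48 h at 37 C. Luciferase luminescence read 15 min after reagent; normalized to genistein maximum activation (10microM) and DMSO, concentration-response fitted.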
TRPV1 ag = human TRPV1 agonism; Q8NER1; TRPV1-expressing cells, Fluo-8 calcium influx, agonist mode; activation, % at 8.33 µM; 320,000 tested, 0.19% active; in the data active means activation above about 80%; inconclusive means between about 30% and that limit; further: 0% is about no effect
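Cells expressing TRPV1 were dye-loaded with Fluo-8 and read kinetically: 10 s baseline, 3 min after compound (agonist portion), then 2 min after EC20 capsaicin (allosteric enhancer portion). Calcium-bound dye fluorescence at 480/520 nm.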
CXXC DNA block = inhibitors of human MLL CXXC domain-DNA interaction; Potency, µM (series often up to 115 µM), without a hit: top-dose activity change, negative = inhibition, usual class: inhibitors; 290,000 tested, 0.037% active; MLL-CXXC / FITC-HOXA9 DNA fluorescence polarization; active means well fitted inhibition curve with a large enough effect in the polarisation, with a control signal flat, not every such curve was filed as active; inconclusive means small, poorly fitted or top-dose-only effect, or effect the other way, or a change in a side signal; inactive means no such curve, though single readings can be large or run the other way; the % refers to the polarisation; further: potency means the concentration at half of the fitted maximal effect
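Steps: dispense CXXC domain solution (7 uM) → pin compounds or unlabeled HOX-A9 DNA control → 5 min ambient → add FLSN-HOX-A9 solution (50 nM) → spin → 30 min ambient → fluorescence polarization. Tris pH 7.5/NaCl/DTT/BSA buffer.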
ELG1 repair inh = blocks ELG1-dependent DNA repair in HEK293T cells; HEK293T ELG1-luciferase reporter, luminescence, 16 h; DNA damage induced by 5-fluorouridine; Potency, µM (titrated, usually from 46.1 µM), for inactives: at the top dose activity change, negative = inhibition, most hits filed as inhibitors; 330,000 tested, 2.3% active; further: potency means the concentration at half of the fitted maximal effect; on the % scale 0 is the no-effect control and ±100 the full control effect; nearly all actives have a fitted effect of over 55% in size
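Cells (2,000 per well) received 5-fluorouridine plus test compound or DMSO and were incubated 16 hr at 37 °C, 5% CO2. Luciferase activity was read by luminescence 30 min after ONE-Glo addition; signal suppression marked inhibition of damage-induced ELG1 function.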
p53 reactivator = mutant p53 re-activation in reporter cells | H1299 p53-A138V BP100-luciferase reporter, luminescence, 24 h | Potency, µM (titrated, usually from 92.2 µM), for the others: at the highest dose activity change, positive = activation, actives largely listed as activators | 320,000 tested, 0.063% active; further: potency means the concentration at half of the fitted maximal effect; % of control where 0% means no effect; nearly all actives have a fitted effect of over 45% in size
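p53-null H1299 cells stably carrying temperature-sensitive p53-A138V and a BP100-luciferase reporter were pinned with compounds (4-point, 1:5 series) and held 24 hrs at 37 deg C. Luminescence was read 10 min after detection reagent.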
TCR act = T cell receptor activation; 330,000 tested, under 10 active; Potency, µM (doses to about 9.22 µM), inactives show at the top dose activation of IL-2 secretion, hits mostly activators; primary human leukocytes, anti-CD3, IL-2 HTRF, 48 h; further: % of control where 0% means no effect
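Using a-CD3 beads without co-stimulation, primary human leukocytes were exposed to compounds for 48 hr. An HTRF IL-2 kit measured the cytokine, with europium-to-d2 energy transfer producing emission at 665nm upon 320nm excitation.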
A-T KAP1 phos = potential ataxia-telangiectasia treatment | […] A-T fibroblasts, KAP-1 phosphorylation AlphaLISA; neocarzinostatin DNA damage 30 min before lysis | 320,000 tested, 0.19% active | Potency, µM (doses to about 57.5 µM), without a hit: top-dose activation, most hits filed as activators; further: potency means the concentration at half of the fitted maximal effect; % of control where 0% means no effect; nearly all actives have a fitted effect of over 45% in size
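hTERT-immortalized A-T patient fibroblasts ([…]), 500 cells/well in OPTI-MEM, 1% FBS, got compounds for 60 min, then NCS for 30 min at 37C. Lysates were then assayed for phospho-KAP-1 by AlphaLISA (anti-pKAP1 donor, anti-KAP1 acceptor beads), 6 hr at 25C.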
Integrin act MD = activates integrin-mediated alleviation for muscular dystrophy. alpha7betagal myoblasts, beta-gal FDG fluorescence, 48 h. Potency, µM (doses to about 38.3 µM), inactives show at the top dose activation, usual class: activators. 350,000 tested, 0.064% active;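 further: potency means the concentration at half of the fitted maximal effect; 100% = response of the positive control SU9516; nearly all actives have a fitted effect of over 60% in size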
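Alpha7betagal+/- myoblasts (passage 13) were plated 16-24 hr, then exposed to compounds (1:260 dilution of DMSO stock) for 48 hours at 37C. After MPER lysis, β-galactosidase reporter activity was read as FDG fluorescence (ex 480/em 540) after 30 minutes.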
B2AR arrestin = recruits beta-arrestin to the human beta2-adrenergic receptor | P07550 | beta-arrestin recruitment to beta2AR, cell-based reporter | Potency, µM (doses to about 46.1 µM), without a hit: at the top dose activation, hits mostly activators | 330,000 tested, 0.02% active | AID 492947;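 further: potency means the concentration at half of the fitted maximal effect; 0% = DMSO controls and full agonism = EC100 isoproterenol or metaproterenol; nearly all actives have a fitted effect of over 65% in size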
Target sequence (P07550 whole entry, looked up): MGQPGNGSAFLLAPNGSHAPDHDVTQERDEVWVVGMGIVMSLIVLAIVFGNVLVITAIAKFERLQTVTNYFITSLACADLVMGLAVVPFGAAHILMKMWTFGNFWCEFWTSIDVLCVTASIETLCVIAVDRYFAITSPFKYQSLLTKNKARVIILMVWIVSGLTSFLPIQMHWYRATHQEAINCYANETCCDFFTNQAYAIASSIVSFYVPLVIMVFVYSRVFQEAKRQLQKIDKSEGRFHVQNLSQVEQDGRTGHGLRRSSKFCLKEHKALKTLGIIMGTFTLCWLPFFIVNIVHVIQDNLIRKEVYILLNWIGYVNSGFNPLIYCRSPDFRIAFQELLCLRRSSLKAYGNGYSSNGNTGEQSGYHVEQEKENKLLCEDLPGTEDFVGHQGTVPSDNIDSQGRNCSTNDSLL
PTAP TSG101 blk = blocks PTAP/TSG101 interaction to inhibit HIV-1 budding; Q99816; Fluorescence polarization, FITC-PTAP peptide / Tsg101 binding; Potency, µM (doses to about 115 µM), for inactives: at the top dose activity change, negative = inhibition, actives largely listed as inhibitors; 340,000 tested, under 10 active; AID 493005; active means well fitted inhibition curve with a large enough effect in the main read-out, with a control signal flat, not every such curve was filed as active; inconclusive means small, poorly fitted or top-dose-only effect, or effect the other way, or a change in a side signal; inactive means no such curve, though single readings can be large or run the other way; further: potency means the concentration at half of the fitted maximal effect; % of control where 0% means no effect
Target sequence (Q99816 whole entry, looked up): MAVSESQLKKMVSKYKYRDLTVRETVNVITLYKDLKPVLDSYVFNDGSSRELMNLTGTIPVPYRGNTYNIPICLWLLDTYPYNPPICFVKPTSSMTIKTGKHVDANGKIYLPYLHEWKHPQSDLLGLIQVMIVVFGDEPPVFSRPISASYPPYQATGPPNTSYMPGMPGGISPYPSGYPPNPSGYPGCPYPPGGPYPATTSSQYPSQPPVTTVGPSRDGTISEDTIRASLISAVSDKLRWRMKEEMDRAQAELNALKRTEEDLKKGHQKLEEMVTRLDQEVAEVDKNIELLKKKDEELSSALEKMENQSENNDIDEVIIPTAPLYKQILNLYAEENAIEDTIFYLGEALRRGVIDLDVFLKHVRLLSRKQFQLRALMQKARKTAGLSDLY
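Tsg101 binding domain (10 uM final) was mixed with compound and a FITC-labeled PTAP peptide (50 nM final) in HEPES pH 7.5 buffer with NaCl, Tween 20, EDTA and TCEP; fluorescence polarization was read after 20 min at r.t.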
* marks the source's active call; other numbers are inactive results; ? = inconclusive; / = not tested or not shown; [ ] = another dose, or the depositor's remark. Unless noted, the call rests on the fitted dose curve; in most records, active means well fitted curve in the direction sought with a large enough effect; inconclusive means small, poorly fitted or top-dose-only effect, or another doubt; inactive means no such curve, though single readings can be large; an effect the other way counts as inactive or inconclusive.

SMILES | BRCA1 expr up | TRPV1 ag | CXXC DNA block | ELG1 repair inh | p53 reactivator | TCR act | A-T KAP1 phos | Integrin act MD | B2AR arrestin | PTAP TSG101 blk
C=CCN(c1ccccc1)S(=O)(=O)c1cccc(C(=O)Nc2nc3ccccc3[nH]2)c1 | -59% | -5 | -5% | 23µM* | 7% | 1%[46.1 µM] | 9% | -33% | 0.2% | -6%
O=C(O)C1CCN(c2ccc(S(=O)(=O)N3CCOCC3)cc2[N+](=O)[O-])CC1 | -23% | -1 | ? | 5% | -3% | 6% | 1% | -16% | -0.7% | 0%
COc1ccc(CN2CCN(Cc3cccc4nonc34)CC2CCO)c(C)c1C (stereo not given) | -19% | 11 | 6% | ? | -3% | 12% | 2% | -11% | 0.0% | -2%
COC(=O)c1sc(-c2ccc(C(C)(C)C)cc2)cc1NC(=O)CSCC(=O)O | 34% | 4 | -15% | 9% | 9% | 1% | 3% | 20% | -1.3% | -8%
CCOC(=O)c1cnc(SCC#N)nc1N | 4% | 3 | -15% | 17% | 5% | 10% | -3% | 12% | 0.1% | -1%
CN(C)S(=O)(=O)c1cccc(NC(=O)c2cnccn2)c1 | / | 3 | -5% | 8% | -2% | / | 0% | / | 0.3% | /
O=C(N/N=C/c1ccc[nH]1)c1ccccc1OCc1ccccc1Cl | -56% | 17 | 16% | ? | -2% | -5% | -17% | 5% | -0.1% | -1%
COc1ccc(C(C)C)cc1S(=O)(=O)Nc1ccncc1 | -2% | 0 | 3% | ? | 0% | -16% | -2% | 7% | -0.1% | -1%
CCOC(=O)Cn1c(=O)sc2ccccc21 | 8% | -1 | 4% | -5% | -14% | 1% | / | 7% | -0.2% | -6%
Cc1cc(=O)[nH]c(N/N=C/c2c(C)oc3ccccc23)n1 | -9% | 0 | -1% | 1% | 5% | 4% | 0% | ? | 0.2% | 2%
COc1ccc(C(=O)COc2ccccc2C(=O)Nc2ccccc2)cc1 | -5% | 6 | -6% | ? | -1% | -1% | 8% | 17% | -1.9% | -1%
O=C1CC(C(F)(F)F)=NN1 | -4% | 3 | 8% | 0% | 0% | -1% | 6% | 2% | -0.5% | 2%
NC(=O)C1CCN(C(=S)NCCc2ccccc2)CC1 | 0% | ? | 5% | 3% | 2% | / | -3% | 4% | -0.3% | -6%
O=C(CCC(=O)N1CCN(C2CCCC2)CC1)Nc1nnc(C(F)(F)F)s1 | -24% | 2 | -8% | 24% | 0% | 4% | 27% | 21% | -0.2% | -6%
CN(C)C(CNC(=S)Nc1cccc(Cl)c1)c1ccccc1 (stereo not given) | -9% | 12 | -2% | 1% | 15% | -4% | -1% | -695%[inhibitor] | -0.3% | -1%
O=C(CSc1nnc(-c2ccccn2)n1Cc1ccccc1)N1CCCC1 | 4% | ? | -3% | -7% | 8% | 2% | 0% | -7% | 0.0% | -6%
Cc1ccc(NC(=O)C2CCN(S(=O)(=O)c3cccc4nonc34)CC2)cc1 | -2% | 10 | 7% | -2% | 0% | -1% | 1% | 16% | 0.0% | -1%
CCOc1ccc(C2C(C#N)=C(N)N3C(=C2C#N)Sc2ccccc23)cc1 (stereo not given) | 11% | 3 | ? | ? | 14% | 7% | 6% | -7% | -0.1% | ?
CS(=O)(=O)c1ccc(Cl)c(NC(=O)COC(=O)CNC(=O)c2ccccc2)c1 | -1% | 3 | 4% | -2% | -3% | -5% | 4% | 2% | 0.3% | -2%
COc1ccccc1C(=O)N1CCN(Cc2cn[nH]c2-c2ccc(F)cc2F)CC1 | -19% | 1 | -2% | -7% | -3% | 0% | 4% | 3% | -0.7% | 2%
CCOC(=O)Cc1csc(NC(=O)COc2ccc3c(C)cc(=O)oc3c2)n1 | -9% | 7 | 4% | -15% | -3% | 3% | 1% | -3% | 3.8% | 1%
NCCc1nnc(SCc2c(Cl)cccc2Cl)o1 | -33% | 2 | 5% | ? | -2% | 4% | -1% | -50%[inhibitor] | -0.2% | -3%
COC(=O)CN1C(=S)N(c2ccc(F)cc2)C(=O)C1CC(=O)Nc1ccccc1 (stereo not given) | 10% | 4 | 14% | 8% | -2% | / | -4% | -28% | -0.3% | -2%
CCOC(=O)c1c(NC(=O)C(NCCN(C)C)c2ccccc2)sc2c1CCCC2 (stereo not given) | -92% | 1 | -4% | -2% | 1% | 1% | 8% | -74%[inhibitor] | 0.1% | 1%
Cc1ccc(S(=O)(=O)N2CCC(C(=O)N/N=C/c3cccn3C)CC2)cc1 | -1% | / | / | 1% | -7% | 0%[46.1 µM] | 0% | 7% | -0.5% | -1%
O=C(Nc1ccc(F)cc1)c1nsc(Cl)c1Cl | 4% | ? | 3% | ? | ? | 2%[46.1 µM] | 3% | 17% | -0.7% | -2%
Cc1ccc(S(=O)(=O)Nc2ccc3c(c2)nc(CN2CCCC2)n3C)cc1 | 11% | 1 | -10% | -5% | 0% | -16% | 1% | 9% | -1.0% | -3%
CC(C)C[C@@H](CNCC(=O)[C@H](Cc1ccccc1)NC(=O)c1[nH]cnc1C(=O)N[C@H](CN)CC(C)C)NC(=O)c1nc[nH]c1C(=O)N[C@@H](CC(=O)O)C(=O)O | 42% | / | / | / | / | -1% | / | 8% | / | 1%
C=C1C(=O)C2=CC1CCC(=O)C1(C)CCC(OC(C)=O)C(C)(C)C1CC2O (stereo not given) | -84%[inhibitor] | / | / | / | / | -3% | / | -53%[inhibitor] | / | -1%
Cc1ccc(C)n1-n1cnc2sc(-c3ccccc3)cc2c1=O | -1% | 0 | 2% | -15% | 19% | 3% | 12% | -22% | 0.1% | -2%
O=C1CCC(=O)N1CCc1c[nH]c2ccccc12 | 20% | -1 | -23% | 14% | 6% | -10% | -4% | 12% | -0.4% | -3%
CCCCN(C(=O)CSc1n[nH]c(-c2ccc(C)cc2)n1)c1c(N)n(CCCC)c(=O)[nH]c1=O | 37% | 1 | / | 18% | 4% | -3% | -6% | 5% | 0.3% | -2%
CC1CCN(C2=C(NS(=O)(=O)c3ccc(Br)cc3)C(=O)c3ccccc3C2=O)CC1 | -46% | -3 | 15% | -3% | ? | 0% | -15% | -6% | 0.1% | -5%
Cc1ccc(C(=O)Cn2nnc(-c3cccs3)n2)cc1 | 80% | 23 | -8% | 15% | ? | -9% | -3% | 18% | -0.2% | 4%
O=C(CN1CCN(S(=O)(=O)c2ccc(F)cc2)CC1)NCc1cccs1 | 8% | 0 | / | 1% | -8% | 1% | -1% | -19% | 0.1% | -6%
O=S(=O)(/C(=C\c1ccc(C(F)(F)F)cc1)c1nc2ccccc2[nH]1)c1ccccc1 | -82%[inhibitor] | / | / | / | / | -2% | / | -71%[inhibitor] | / | -5%
O=C(Nc1nc2nccc(-c3ccccc3)n2n1)C(Cl)(Cl)Cl | 3% | 0 | 8% | ? | 6% | -1%[46.1 µM] | -1% | 11% | 6.8% | 2%
CCCCOC(=O)C1[C@H]2C(=O)N(CCc3ccccc3)C[C@]23C=C[C@H]1O3 (stereo not given in full) | -3% | 0 | -2% | -10% | -4% | -10% | -14% | 0% | 0.0% | -11%
O=C1CN(C(=O)c2cccc(Br)c2)c2ccccc2N1 | -75% | 0 | 22% | -13% | -1% | 4% | -3% | -53%[inhibitor] | 0.0% | -2%
Cc1nc2ccc(NS(=O)(=O)c3c(F)cccc3F)cc2s1 | -30% | / | / | ? | 8% | -5%[46.1 µM] | 28% | -10% | -1.0% | -1%
O=C(CSc1n[nH]c(-c2ccccn2)n1)Nc1ccc(F)cc1 | -68% | 1 | 49%[activator] | ? | ? | 2% | 3% | -10% | -0.7% | -3%
CC(C)C[C@@H](NC(=O)C1CCC(CNC(=O)[C@H](Cc2ccccc2)NC(=O)OC(C)(C)C)CC1)C(=O)O (stereo not given in full) | -5% | -3 | 28% | 6% | 11% | 2% | 2% | -13% | 0.5% | -9%
Cc1ccc(N2CCN(CC(O)COc3ccccc3)CC2)cc1 (stereo not given) | 5% | 4 | 10% | -4% | ? | 0% | -3% | 12% | 0.2% | -4%
O=C(Nc1ccc2ccccc2c1)Nc1ccc2snnc2c1 | -70% | ? | 5% | ? | 6% | 4% | / | -74%[inhibitor] | -0.6% | -4%
O=C(Cc1nnc(NC(=O)Nc2ccccc2)s1)NCc1ccccc1 | 16% | 0 | 5% | 16% | 1% | 5%[46.1 µM] | 1% | -35% | 0.9% | -1%
Cc1ccc(NCc2nnc(SCCN3CCCCC3)n2CC2CCCO2)cc1Cl (stereo not given) | -5% | 12 | 8% | 1% | -5% | 3% | 0% | 0% | -0.3% | 2%
FC(F)(F)c1cccc(NC(=S)Nc2ccc(Cl)c(Cl)c2)c1 | -87% | 3 | 0% | ? | 6% | -1% | 13% | 25% | -0.4% | 0%
